Assay outcomes from PubChem BioAssay.
DNMT1 inh – blocks human DNA methyltransferase DNMT1. P26358. DNMT1 molecular beacon, Hinp1I cleavage, fluorescence. inhibition (reported as % activation of signal), % at 10 µM. 360,000 tested, 0.83% active. AID 588458; in the data active = inhibition above about 50%
Neddylation inh – blocks human cullin neddylation | TR-FRET cullin neddylation, biochemical | calls only at 25 µM | 360,000 tested, 0.58% active | AID 651699; in the data active = inhibition above about 36%
LMPTP block – blocks human LMPTP phosphatase; inhibition, % at 20 µM; 360,000 tested, 0.22% active; recombinant LMPTP-A, OMFP fluorogenic substrate, fluorescence intensity; P24666;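 active = compounds that cut the enzyme signal by at least half of the control window in the single-dose screen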;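 note: plate controls were DMSO wells with enzyme plus substrate for no effect and substrate without enzyme for full effect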
Target sequence (P24666 whole entry, looked up): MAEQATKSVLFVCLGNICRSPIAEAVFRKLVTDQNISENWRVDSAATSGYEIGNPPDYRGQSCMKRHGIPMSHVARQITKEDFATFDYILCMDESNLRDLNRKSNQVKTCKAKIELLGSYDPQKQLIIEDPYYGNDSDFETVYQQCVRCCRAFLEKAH
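Assay system: LMPTP-A, protein tyrosine phosphatase of low molecular weight / Medium: pH 6.0 Bis-Tris buffer with DTT and Triton X-100 / Schedule: 50 min enzyme reaction at room temperature, protected from light / Measured by: endpoint fluorescence intensity from OMFP dephosphorylation / Read-out basis: % inhibition relative to no-enzyme and uninhibited control wells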
NadD block – inhibitors of Staphylococcus aureus NadD. purified NadD enzyme, colorimetric absorbance read-out. inhibition, % at 20 µM. 360,000 tested, 0.78% active. AID 602399; in the data active = inhibition above about 26%; note: some compounds past the cut are filed as inactive
SKN-1 inh – inhibitors of C. elegans SKN-1. C. elegans VP596 Pgst-4::GFP/RFP ratio, acrylamide-induced, 24 h. inhibition, % at 21.8 µM. 360,000 tested, 0.49% active. AID 624304;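 active = interference check ratio from 0.5 to 1.5 plus GFP to RFP signal ratio inhibition reaching or exceeding a fixed threshold, cut at about 30% in these data, passing the limit was not always enough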; note: some compounds called inactive have numbers as strong as hits
TbMetRS inhib – blocks T. brucei methionyl-tRNA synthetase activity. AID 624268. purified T. brucei MetRS, ATP depletion, Kinase-Glo luminescence. inhibition, % at 11.9 µM. 360,000 tested, 0.4% active;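 active = inhibition above a per-plate cutoff of the control wells' mean inhibition plus 3 SD, cut at about 5.5% in these data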;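 note: 0% = DMSO wells median and 100% = median of wells with control inhibitor compound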
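System: purified T. brucei MetRS enzyme / Detection: Kinase-Glo luciferase luminescence reporting remaining unconsumed ATP / Medium: HEPES buffer with MgCl2, KCl, DTT, spermine, BSA, pyrophosphatase / Replication: singlicate, one well per compound / Evaluation: percent inhibition relative to median high and low control wells / Schedule: 2 h aminoacylation at 25 °C after 15 min preincubation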
CendR NRP1 mod – NRP-1/CendR interaction modulation. AID 602438. FAM-RPARPAR peptide binding to NRP-1, fluorescence polarization. 360,000 tested, 0.85% active. inhibition, % at 25 µM. O14786;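 active = inhibition or corrected inhibition above about 18%, plus a signal ratio from 0.5 to 1.5, limit read from the data, passing the limit was not always enough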; note: strong numbers were not always called active
SUMO1 PPI mod – SUMO1-SIM interaction modulation. 360,000 tested, 0.33% active. P63165. SUMO1 binding to a labelled peptide, TR-FRET, 1 h. AID 602429. inhibition, % at 20 µM; in the data active = inhibition above about 37%
Target sequence (P63165 whole entry, looked up): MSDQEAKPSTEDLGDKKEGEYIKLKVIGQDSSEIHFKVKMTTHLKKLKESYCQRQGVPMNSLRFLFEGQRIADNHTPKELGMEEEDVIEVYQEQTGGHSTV
Scp1 inh – inhibitors of human Scp-1 phosphatase | Recombinant Scp1, phosphopeptide, malachite green phosphate absorbance | 340,000 tested, 0.88% active | Q9GZU7 | inhibition, % at 20 µM | AID 493091;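 active = inhibition above about 50% at 20 µM, limit read from the data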;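 note: plate controls were DMSO wells with enzyme for no effect and wells lacking enzyme for full effect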
Target sequence (Q9GZU7 76-261 limits assumed): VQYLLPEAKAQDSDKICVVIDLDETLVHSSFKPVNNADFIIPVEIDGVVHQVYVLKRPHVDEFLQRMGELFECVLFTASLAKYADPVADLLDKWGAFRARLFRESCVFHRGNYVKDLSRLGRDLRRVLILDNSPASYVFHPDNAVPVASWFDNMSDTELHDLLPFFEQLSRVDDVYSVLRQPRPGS
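System: truncated SCP-1 phosphatase (76-261aa); medium: Tris acetate buffer pH 5.5 with MgCl2 and Tween-20; incubation: 45 min room-temperature reaction, 5 min colour, 30 min stabiliser; compound: single 20 µM dose, 1% DMSO; reagent: Phosphorylated 17-residue peptide substrate; read-out: % inhibition at 20 µM; technique: colorimetric free-phosphate detection, absorbance 630 nm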
STEP inh – STEP (human) phosphatase inhibition; P54829; recombinant STEP, OMFP fluorogenic substrate, fluorescence; inhibition, % at 20 µM; 360,000 tested, 0.25% active; AID 588621;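 active = inhibition at 20 µM, scaled per plate between control wells, above about 37%, limit read from the data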;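 note: 0% = DMSO with enzyme and substrate and 100% = substrate only without enzyme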
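Material: STEP (striatal-enriched tyrosine phosphatase) enzyme, cell-free; Compound dosing: 20 µM single dose in 1% DMSO; Technique: fluorescence read at 480 nm ex / 540 nm em; Times: reaction 20 min, ambient temperature; Medium: 50 mM Bis-Tris pH 6.0 with 2.5 mM DTT and 0.005% Tween 20; Also added: OMFP at 25 µM.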
The depositor's hits bear a star.

Cc1c(NC(=O)Nc2cccc(C#N)c2)c(=O)n(-c2ccccc2)n1C was read as DNMT1 inh 2, Neddylation inh inactive, LMPTP block -0.7, NadD block 0, SKN-1 inh 21, TbMetRS inhib 0.3, CendR NRP1 mod -1, SUMO1 PPI mod 15, Scp1 inh -10 and STEP inh 4.
CC(=O)NCCNC(=O)CNC(=O)c1ccc(Cl)cc1 was read as DNMT1 inh 4, Neddylation inh inactive, LMPTP block -1.8, NadD block -1, SKN-1 inh 8, TbMetRS inhib -1.1, CendR NRP1 mod 2, SUMO1 PPI mod 0, Scp1 inh 10 and STEP inh -2.
COC(=O)c1cccc(C(=O)Nc2cnc3ccccc3c2)n1 was read as DNMT1 inh 1, Neddylation inh inactive, LMPTP block -1.5, NadD block -1, SKN-1 inh 8, TbMetRS inhib -1.2, CendR NRP1 mod -7, SUMO1 PPI mod -18, Scp1 inh -12 and STEP inh -3.
For O=C(CSC1=NS(=O)(=O)c2ccccc2N1)Nc1ccc(F)cc1 the results were DNMT1 inh -6, Neddylation inh inactive, LMPTP block 0.2, NadD block -4, SKN-1 inh 7, TbMetRS inhib -0.1, CendR NRP1 mod 4, SUMO1 PPI mod 2, Scp1 inh 5 and STEP inh 0.
Screening CC1(C)CN=C(NC2CCCCC2)S1 returned DNMT1 inh 2, Neddylation inh inactive, LMPTP block -0.7, NadD block 5, SKN-1 inh -2, TbMetRS inhib -0.6, CendR NRP1 mod -3, SUMO1 PPI mod 0, Scp1 inh -3 and STEP inh -5.
`COc1cccc(-c2cc(C(=O)Nc3ccc(OC)c(OC)c3)no2)c1` gave DNMT1 inh -12, Neddylation inh inactive, LMPTP block 1.6, NadD block -5, SKN-1 inh 17, TbMetRS inhib -0.8, CendR NRP1 mod -6, SUMO1 PPI mod -1, Scp1 inh 39 and STEP inh -1.
Screening CONc1nc2nonc2nc1NOC returned DNMT1 inh -2, Neddylation inh inactive, LMPTP block -1.0, NadD block 0, SKN-1 inh 2, TbMetRS inhib -0.7, CendR NRP1 mod 0, SUMO1 PPI mod 0, Scp1 inh -3 and STEP inh 0.
Screening CC1C(=O)N(c2ccc(S(=O)(=O)N(C)C)cc2)C1(/C=C/c1ccccc1)C(=O)NC1CCCC1 (centres undefined) returned DNMT1 inh -10, Neddylation inh inactive, LMPTP block 2.4, NadD block 19, SKN-1 inh 7, TbMetRS inhib -0.6, CendR NRP1 mod -12, SUMO1 PPI mod -3, Scp1 inh -16 and STEP inh -1.
Cc1ccsc1CN(C)CC(=O)Nc1ccc([N+](=O)[O-])cc1Cl was read as DNMT1 inh -1, Neddylation inh inactive, LMPTP block 2.5, NadD block 10, SKN-1 inh 27, TbMetRS inhib -1.0, CendR NRP1 mod 4, SUMO1 PPI mod -18, Scp1 inh -1 and STEP inh 4.
For O=C(OCC(=O)N1CCN(Cc2ccccc2)CC1)c1ccc(Cl)cc1 the results were DNMT1 inh 6, Neddylation inh inactive, LMPTP block -0.7, NadD block 9, SKN-1 inh -13, TbMetRS inhib 0.4, CendR NRP1 mod -1, SUMO1 PPI mod 5, Scp1 inh 3 and STEP inh -3.
COc1ccc(C(=O)Nc2ccc(NC(=O)c3cccs3)cc2)cc1[N+](=O)[O-] was read as DNMT1 inh 44, Neddylation inh inactive, LMPTP block 0.4, NadD block 0, SKN-1 inh -3, TbMetRS inhib -0.8, CendR NRP1 mod 5, SUMO1 PPI mod -5, Scp1 inh -3 and STEP inh -2.
CCS(=O)(=O)c1nc(S(=O)(=O)c2ccc(C)cc2)c(NCc2ccccn2)s1 was read as DNMT1 inh 1, Neddylation inh inactive, LMPTP block -1.0, NadD block -4, SKN-1 inh 8, TbMetRS inhib 1.1, CendR NRP1 mod 9, SUMO1 PPI mod -2, Scp1 inh 8 and STEP inh -1.
`COc1ccc(/C=N/NC(=O)c2ccc3c(c2)NC(=O)C(C)(C)O3)cc1OC` gave DNMT1 inh 3, Neddylation inh inactive, LMPTP block -1.3, NadD block -7, SKN-1 inh 11, TbMetRS inhib 0.7, CendR NRP1 mod 7, SUMO1 PPI mod -6, Scp1 inh -7 and STEP inh 1.
`O=C1CC(c2cccnc2)c2cc3c(cc2N1)OCCO3` (centres undefined) gave DNMT1 inh -2, Neddylation inh inactive, LMPTP block -2.3, NadD block -8, SKN-1 inh -1, TbMetRS inhib -0.2, CendR NRP1 mod 0, SUMO1 PPI mod 2, Scp1 inh -3 and STEP inh -1.
Screening COc1ccccc1NC(=O)CCSc1nnc(-c2ccncc2)o1 returned DNMT1 inh -1, Neddylation inh inactive, LMPTP block -1.9, NadD block -5, SKN-1 inh -4, TbMetRS inhib -0.1, CendR NRP1 mod 2, SUMO1 PPI mod 0, Scp1 inh -9 and STEP inh 0.
For OCCNCCNCc1ccccc1OCc1ccccc1 the results were DNMT1 inh -3, Neddylation inh inactive, LMPTP block -2.7, NadD block -6, SKN-1 inh -1, TbMetRS inhib 0.1, CendR NRP1 mod 8, SUMO1 PPI mod -1, Scp1 inh -6 and STEP inh -5.
For CN(Cc1ccccc1)C(=O)c1nc2ccccn2c1CNCCOc1cccnc1 the results were DNMT1 inh 0, Neddylation inh inactive, LMPTP block -2.7, NadD block -8, SKN-1 inh -13, TbMetRS inhib -1.1, CendR NRP1 mod 4, SUMO1 PPI mod -3, Scp1 inh 0 and STEP inh -4.
`O=C(Nc1ccc(F)cc1F)c1sccc1SCc1cccc(C(F)(F)F)c1` gave DNMT1 inh -5, Neddylation inh inactive, LMPTP block 3.5, NadD block 11, SKN-1 inh 17, TbMetRS inhib -0.4, CendR NRP1 mod -3, SUMO1 PPI mod -2, Scp1 inh -14 and STEP inh 4.
`CN(Cc1ccccc1)C(=O)c1ccc(NC(=O)Cc2ccc(NC(=O)C3CCN(C(=O)C4CCC4)CC3)cc2)cc1` gave DNMT1 inh -4, Neddylation inh inactive, LMPTP block -0.8, NadD block 10, SKN-1 inh 11, TbMetRS inhib -0.4, CendR NRP1 mod -12, SUMO1 PPI mod 3, Scp1 inh -8 and STEP inh 1.
`C=CCn1c(SCc2ccc(F)cc2)nc2c1c(=O)[nH]c(=O)n2C` gave DNMT1 inh -3, Neddylation inh inactive, LMPTP block -1.7, NadD block 4, SKN-1 inh -14, TbMetRS inhib -0.3, CendR NRP1 mod 2, SUMO1 PPI mod 1, Scp1 inh -5 and STEP inh 1.

5 neighbouring compounds out of the list so far, quoted:
Cc1c(NC(=O)Nc2cccc(C#N)c2)c(=O)n(-c2ccccc2)n1C was read as DNMT1 inh 2, Neddylation inh inactive, LMPTP block -0.7, NadD block 0, SKN-1 inh 21, TbMetRS inhib 0.3, CendR NRP1 mod -1, SUMO1 PPI mod 15, Scp1 inh -10 and STEP inh 4.
CC(=O)NCCNC(=O)CNC(=O)c1ccc(Cl)cc1 was read as DNMT1 inh 4, Neddylation inh inactive, LMPTP block -1.8, NadD block -1, SKN-1 inh 8, TbMetRS inhib -1.1, CendR NRP1 mod 2, SUMO1 PPI mod 0, Scp1 inh 10 and STEP inh -2.
COC(=O)c1cccc(C(=O)Nc2cnc3ccccc3c2)n1 was read as DNMT1 inh 1, Neddylation inh inactive, LMPTP block -1.5, NadD block -1, SKN-1 inh 8, TbMetRS inhib -1.2, CendR NRP1 mod -7, SUMO1 PPI mod -18, Scp1 inh -12 and STEP inh -3.
For O=C(CSC1=NS(=O)(=O)c2ccccc2N1)Nc1ccc(F)cc1 the results were DNMT1 inh -6, Neddylation inh inactive, LMPTP block 0.2, NadD block -4, SKN-1 inh 7, TbMetRS inhib -0.1, CendR NRP1 mod 4, SUMO1 PPI mod 2, Scp1 inh 5 and STEP inh 0.
Screening CC1(C)CN=C(NC2CCCCC2)S1 returned DNMT1 inh 2, Neddylation inh inactive, LMPTP block -0.7, NadD block 5, SKN-1 inh -2, TbMetRS inhib -0.6, CendR NRP1 mod -3, SUMO1 PPI mod 0, Scp1 inh -3 and STEP inh -5.

Going on with the list.
For Cc1cc(C(=O)Nc2ccc(F)c(Cl)c2)on1 the results were DNMT1 inh 2, Neddylation inh inactive, LMPTP block 4.3, NadD block -4, SKN-1 inh 18, TbMetRS inhib -0.8, CendR NRP1 mod 14, SUMO1 PPI mod -1, Scp1 inh -13 and STEP inh -2.
For NC1=NC2(CCCC2)N=C(Nc2ccccc2)N1 the results were DNMT1 inh 1, Neddylation inh inactive, LMPTP block -1.7, NadD block -6, SKN-1 inh 3, TbMetRS inhib -0.2, CendR NRP1 mod 2, SUMO1 PPI mod -1, Scp1 inh -1 and STEP inh 0.
`CC(NC(=O)NC1CCCCC1)C(c1cccs1)N1CCOCC1` (centres undefined) gave DNMT1 inh 0, Neddylation inh inactive, LMPTP block -3.2, NadD block -1, SKN-1 inh 0, TbMetRS inhib -0.2, CendR NRP1 mod 0, SUMO1 PPI mod -3, Scp1 inh -1 and STEP inh -4.
COc1ccc(S(=O)(=O)N2CCN(Cc3ccc(Cl)cc3)CC2)cc1 was read as DNMT1 inh -3, Neddylation inh inactive, LMPTP block 0.4, NadD block 3, SKN-1 inh -2, TbMetRS inhib -0.8, CendR NRP1 mod -1, SUMO1 PPI mod -3, Scp1 inh 4 and STEP inh 4.
